Sm TGR inh = blocks Schistosoma mansoni thioredoxin glutathione reductase; Q962Y6; purified TGR, DTNB reduction, TNB absorbance 405 nm; Potency, µM (doses to about 114 µM), for the others: top-dose activity change, negative = inhibition, usual class: inhibitors; 360,000 compounds, 3% hits; AID 485364; note: nearly all actives have a fitted effect of over 60% in size
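Kinetic colorimetric format: TGR-catalysed, NADPH-driven DTNB reduction monitored via TNB absorbance. Enzyme dispensed at 20 nM; compound exposure 15 min at room temperature before reaction start.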
Pf growth 48h = inhibits P. falciparum growth in the first generation, 48 h; 310,000 compounds, 5.9% hits; P. falciparum luciferase growth in erythrocytes, 48 h; Potency, µM (doses to about 28.7 µM), without a hit: top-dose activity change, negative = inhibition, actives largely listed as inhibitors
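Luciferase-expressing P. falciparum in infected erythrocytes (2% hematocrit, 0.1% parasitemia final) in RPMI 1640/0.5% Albumax were exposed to compound for 48 hours at 37 C, 5% CO2; growth read as luminescence.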
TbPYK inhibitor = T. brucei pyruvate kinase inhibition; 410,000 compounds, 0.12% hits; Potency, µM (doses to about 76.8 µM), for inactives: at the top dose activity, negative = inhibition, actives largely listed as inhibitors; Q57TT1; TbPYK enzyme, Kinase-Glo Plus ATP luminescence, 45 min; AID 624173; note: nearly all actives have a fitted effect of over 50% in size
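TbPYK + substrate in 50 mM TEA pH 7.2, 100 mM KCl, 10 mM MgCl2, 0.05% BSA, 0.01% Tween-20; cpd pinned; ADP 130 uM final; 45 min RT; Kinase-Glo Plus 10 min; luminescence endpoint.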
LmPK inhibitor = LmPK (Leishmania mexicana) enzyme inhibition | Potency, µM (top dose mostly 57.5 µM), without a hit: at the top dose activity change, negative = inhibition, most hits filed as inhibitors | AID 1721 | 290,000 compounds, 0.37% hits | Q27686 | purified LmPK, Kinase-Glo ATP luminescence, 1 h
Target sequence (Q27686 whole entry, looked up): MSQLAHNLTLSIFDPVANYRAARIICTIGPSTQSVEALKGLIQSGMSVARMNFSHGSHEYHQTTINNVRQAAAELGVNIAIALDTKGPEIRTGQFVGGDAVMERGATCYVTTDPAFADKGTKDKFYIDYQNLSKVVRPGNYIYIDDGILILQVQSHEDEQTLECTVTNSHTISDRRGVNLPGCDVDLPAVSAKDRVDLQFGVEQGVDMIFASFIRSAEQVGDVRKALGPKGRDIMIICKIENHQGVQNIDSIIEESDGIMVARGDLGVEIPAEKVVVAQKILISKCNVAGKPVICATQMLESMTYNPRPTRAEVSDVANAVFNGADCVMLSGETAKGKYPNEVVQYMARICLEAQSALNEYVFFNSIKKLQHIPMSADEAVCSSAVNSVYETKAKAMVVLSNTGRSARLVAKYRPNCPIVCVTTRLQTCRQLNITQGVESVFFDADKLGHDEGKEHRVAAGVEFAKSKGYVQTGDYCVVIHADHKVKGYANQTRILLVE
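ATP generated from ADP (0.1 mM) and PEP (0.5 mM) by 0.1 nM LmPK over 1 h at room temperature (pH 7.2 imidazole buffer) was detected by coupled luciferase luminescence. Values were normalized to uninhibited and no-enzyme wells.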
Pf growth 96h = inhibits malaria parasite growth, 96 h. Potency, µM (top dose mostly 28.7 µM), for inactives: at the top dose activity change, negative = inhibition, usual class: inhibitors. P. falciparum luciferase reporter growth, 96 h. 320,000 compounds, 6.9% hits
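Compounds incubated with erythrocytes infected by luciferase-expressing P. falciparum (2% hematocrit, 0.05% parasitemia final) for 96 hours, 37 C in 5% CO2. Growth inhibition scored as decreased luciferase luminescence.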
HCV inhibitor = inhibitors of hepatitis C virus infection; Huh7.5.1 HCVcc-Cre infection, luciferase reporter, 44 h; 340,000 compounds, 3.4% hits; Potency, µM (highest dose often 41.8 µM), for the others: top-dose activity change, negative = inhibition, most hits filed as inhibitors
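Luciferase read-out (15 sec integration) after a 15 min room-temperature substrate step quantifies HCVcc-Cre infection. Cells, 1,000 per well, had compound added 4 h post-plating, then virus at ~0.5 moi, and were cultured 44 h.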
* marks the source's active call; other numbers are inactive results; ? = inconclusive; / = no result given; & = joins results of further samples; [ ] = remark or other dose. Calls come from the whole dose curve; as a rule, active = well fitted curve in the direction sought with a large enough effect; inconclusive = small, poorly fitted or top-dose-only effect, or another doubt; inactive = no such curve, though single readings can be large; an effect the other way counts as inactive or inconclusive. % is set by controls: 0 for no effect and ±100 for the full control effect; potency is the fitted concentration of half-maximal effect.

SMILES | Sm TGR inh | Pf growth 48h | TbPYK inhibitor | LmPK inhibitor | Pf growth 96h | HCV inhibitor
CC1(C)CC(CCN)(Cc2ccccc2Cl)CCO1 (stereo unspecified) | -1.9% | ? | 1.0% | 2.7% | -19.5% | -1.6%
CCOC(=O)c1cnc(-n2nc(C)cc2C)nc1NCCO | -14.9% | ? | 3.1% | -0.7% | 36.4%[activator] | -1.6%
CCCCOC(=O)c1ccc(NC(=O)C(=O)NCC2CCCO2)cc1 (stereo unspecified) | 0.0% | 0.0% | 0.3% | -0.9% | 7.6% | -8.0%
CC(C)C(=O)N1CCN(c2ccccc2N)CC1 | -0.3% | / | 6.6% | 5.6% | ? | 18.1%
O=C(COC(=O)c1ccc2c(c1)OCCO2)Nc1cc(Cl)ccc1Cl | 2.9% | / | -0.1% | 5.1% | 8.9% | 8.8%
CCSC1=N/C(=C\C=C2/Oc3ccccc3N2CC)C(=O)S1 | 0.0% | 79.7%[activator] | -14.5% | -0.6% | 17.1% | -6.5%
Cc1ccc(S(=O)(=O)N2CCN(C(=O)COC(=O)c3cnc(C)cn3)CC2)c(C)c1 | 1.4% | 18.0% | -1.4% | / | 0.3% | 11.0%[8.37 µM]
O=C(c1ccc(Cl)cc1Cl)N1CCSCC1 | -1.8% | ? | -2.7% | -1.2% | 25.2% | 21.7%
N#Cc1sc2nc(-c3cccs3)cc(-c3ccc(Cl)cc3)c2c1N | -27.2% | ? | -1.9% | 1.5% | ? | ?
CCNCc1nc2cc(OC)c(OC)cc2c(=O)[nH]1 | 7.5% | 5.6% | 1.7% | -5.0% | / | -1.7%
CCNC(=O)NC(=O)C(C)OC(=O)c1ccc(-n2nc(SC)sc2=S)cc1 (stereo unspecified) | 0.7% | ? | 0.2% | -0.6% | ? | 1.4%
COc1ccc(Nc2sc(C(=O)c3ccc(Cl)cc3)c(N)c2C(=O)Nc2ccccc2OC)cc1 | -0.4% | 10.4µM* | -11.3% | -3.3% | / | ?
COc1ccc(C)cc1S(=O)(=O)N1CCN(C)CC1c1ccccc1 (stereo unspecified) | 0.4% | -6.8% | -6.3% | / | -12.0% | 28.9%
CC(C)N1CC=C(c2c[nH]c3ccccc23)CC1 | -7.1% | 1.04µM* | 33.4% | 1.2% | ? | ?
CCOC(=O)CC(=O)CSc1nc(-c2ccccc2)cc(-c2ccc(Cl)cc2)c1C#N | 9.6% | ? | -2.1% | 0.7% | 7.38µM* | ?
CSc1ncccc1C(=O)Nc1ccc(C)cn1 | 3.4% | 102.6%[activator] | -1.5% | 2.5% | 43.7%[activator] | 12.2%
O=C(c1cccc(F)c1)N1CCC2(CC1)NCCc1[nH]cnc12 | -21.0% | 0.2% | 1.9% | 5.0% | 18.0% | 4.3%
CN1CC(C(=O)c2ccc(Cl)cc2)C(c2ccc(Cl)cc2Cl)C1 (stereo unspecified) | 18.0% | ? | -8.3% | 7.3% | ? | -17.6%
O=C(NCc1cccs1)Nc1cccs1 | -2.6% | 45.8%[activator] | -19.1% | 14.6% | 40.9%[activator] | -0.9%
CC(C)(C)C(=O)COC(=O)c1ccccc1O | -14.6% | / | -1.1% | 1.0% | 31.1% | 7.3%
CC1(C)Oc2ccc3ccc(=O)oc3c2/C(=C/NNC(N)=S)C1=O | 2.4% | 0.828µM* | -2.8% | 0.0% | 23.7% | 2.7%
COc1ccc(CNc2oc(COc3ccccc3)nc2C#N)cc1 | -20.6% | -1.8% | 9.6% | -3.1% | ? | ?
CCOC(=O)CC1C(=O)NC2CCCCC2N1C(=O)Nc1ccc(Cl)cc1 (stereo unspecified) | -4.6% | -1.1% | 6.7% | -10.0% | / | 0.7%
N=c1sc2ccccc2n1-c1ccccc1 | -10.8% | -5.0% | 5.5% | 5.5% | -13.1% | ?
COc1ccc(Nc2nc(C(F)(F)F)nc(C)c2C#N)cc1 | 2.6% | 10.8% | -15.8% | -0.4% | -18.0% | -6.4%
COCC(=O)n1nc(-c2ccc(C)cc2)nc1NCc1ccc(F)cc1 | 11.1% | 0.0%[5.75 µM] | 7.8% | -0.4% | 1.0% | -8.4%
NC(N)=NS(=O)(=O)c1ccc(NC(=S)NC(=O)Cc2ccc(Cl)cc2)cc1 | ? | 10.9% | 2.8% | 6.8% | -10.4% | 19.8%
COC(=O)c1sccc1NC(=O)CSc1ccccc1NS(=O)(=O)c1ccc(Cl)cc1 | 21.0% | 3.1% | 5.0% | 4.9% | -4.6% | -16.0%
Cc1cc(C)n(CCNC(=O)c2cc(COc3c(F)cccc3F)on2)n1 | -1.4% | 7.2% | -2.1% | 4.8% | ? | -2.7%
Cc1cc(C)c(Cn2cnc3ccccc32)c(C)c1 | / | ? | 0.9% | -0.4% | 8.7% | ?
S=C(NCCc1ccc(Cl)cc1)NCc1ccccc1 | -3.3% | 23.0% | 5.0% | 2.9% | ? | ?
Cc1cccc(C)c1NC(=O)CN1CCCCCC1 | / | -1.8% | 9.7% | / | ? | /
CCC1CCCCN1CC(=O)c1c(C)[nH]c2ccccc12 (stereo unspecified) | 44.7µM* | 3.6% | -1.2% | -4.2% | -27.3% | -7.2%
CC1CN(Cc2nc3c(c(=O)n(C)c(=O)n3C)n2CC(=O)c2ccccc2)CC(C)O1 (stereo unspecified) | -1.2% | -8.0% | -1.5% | 4.1% | ? | 12.0%
Cc1c(C(=O)N2CCOCC2)c(S(=O)(=O)Nc2ccc(F)cc2)c(C)n1C | 1.8% | -0.1% | 8.9% | -2.8% | 2.7% | 3.4%
Cc1ccc(NC(=O)CC2S/C(=N/N=C/C=C/c3ccccc3)NC2=O)cc1Cl (stereo unspecified) | -10.1% | 35.7%[activator] | 1.2% | 2.2% | 28.8% | 49.9%[activator]
CCc1ccc2oc(-c3cc(N)ccc3O)nc2c1 | -14.5% | -14.5% | -20.6% | ? | ? | ?
CC1CCCCN1C(=O)COc1ccc(NC(=O)c2ccco2)cc1 (stereo unspecified) | 0.0% | 10.2% | 2.3% | -2.4% | 12.1% | 10.5%
O=C(CSc1ccc(Br)c2cccc(Cl)c12)Nc1ccc(S(=O)(=O)Nc2nccs2)cc1 | / | 7.1% | 0.4% | 3.7% | 12.8% | 6.4%
O=C(CCCn1cncn1)N1CCCC(N2CCN(c3ccc(F)cc3)CC2)C1 (stereo unspecified) | -12.2% | -15.1% | 1.1% | -14.8% | ? | 28.2%

Random excerpt: six compounds from above
SMILES | Sm TGR inh | Pf growth 48h | TbPYK inhibitor | LmPK inhibitor | Pf growth 96h | HCV inhibitor
NC(N)=NS(=O)(=O)c1ccc(NC(=S)NC(=O)Cc2ccc(Cl)cc2)cc1 | ? | 10.9% | 2.8% | 6.8% | -10.4% | 19.8%
O=C(CCCn1cncn1)N1CCCC(N2CCN(c3ccc(F)cc3)CC2)C1 (stereo unspecified) | -12.2% | -15.1% | 1.1% | -14.8% | ? | 28.2%
CC1CN(Cc2nc3c(c(=O)n(C)c(=O)n3C)n2CC(=O)c2ccccc2)CC(C)O1 (stereo unspecified) | -1.2% | -8.0% | -1.5% | 4.1% | ? | 12.0%
Cc1cccc(C)c1NC(=O)CN1CCCCCC1 | / | -1.8% | 9.7% | / | ? | /
CCOC(=O)CC1C(=O)NC2CCCCC2N1C(=O)Nc1ccc(Cl)cc1 (stereo unspecified) | -4.6% | -1.1% | 6.7% | -10.0% | / | 0.7%
COC(=O)c1sccc1NC(=O)CSc1ccccc1NS(=O)(=O)c1ccc(Cl)cc1 | 21.0% | 3.1% | 5.0% | 4.9% | -4.6% | -16.0%

(more compounds)
SMILES | Sm TGR inh | Pf growth 48h | TbPYK inhibitor | LmPK inhibitor | Pf growth 96h | HCV inhibitor
CCOC(=O)N(c1ccccc1)P1(=S)OCC(C)O1 (stereo unspecified) | 7.3% | 1.7% | -12.2% | 5.6% | ? | /
Cc1ccc(N(C)S(=O)(=O)c2ccc(-c3cnc(C4CC4)o3)cc2)cc1 | -1.8%&5.4% | ? | -9.3%&-0.8% | -8.5% | ? | 8.8%
CCOc1ccccc1C(c1c(C)n(C)n(-c2ccccc2)c1=O)c1c(C)n(C)n(-c2ccccc2)c1=O | 91.1%[activator] | ? | -1.8% | 3.5% | -25.2% | 7.3%
O=c1cc(-c2cccc(Cl)c2)oc2cccc(O)c12 | ? | 8.0% | -1.3% | 6.9% | ? | 32.3%[activator][8.37 µM]
C=CCNc1nnc(Sc2ncccc2[N+](=O)[O-])s1 | ? | -21.8% | 1.0% | -3.8% | -5.7% | -17.5%
CC(=O)OCC1=C(C(=O)O)N2C(=O)C(NC(=O)CCn3nc(C)c(Cl)c3C)C2SC1 (stereo unspecified) | 28.2µM* | 12.5% | 5.3% | 12.0% | -4.8% | 12.3%
Cc1c(Cl)ccc2c(C(=O)NCCCn3nccc3C)cc(-c3ccccn3)nc12 | -30.2% | ? | 1.0% | 0.2% | -16.7% | -17.3%
COC(=O)C1=C(C)NC2=C(C(=O)CC(C)(C)C2)C1c1ccccn1 (stereo unspecified) | 1.2% | -3.9% | 5.2% | -10.3% | 9.28µM* | -0.6%
CCCCN1CN(Cc2ccccc2)CNC1=S | -6.7% | -19.7% | -1.2% | 1.7% | 9.28µM* | 40.6%[activator]
CC(C)C[C@H](NC(=O)OC(C)(C)C)C(=O)N[C@@H](CO)[C@H](O)[C@@H]1C[C@@H]1C(=O)N1CCCC1 | 8.3% | 0.0% | -3.7% | 4.8% | ? | 11.9%
Cc1ccc(S(=O)(=O)Cc2ccc(C(=O)NCCc3ccccc3)o2)cc1 | -0.7% | -28.8% | -2.2% | 8.1% | -19.5% | 11.6%
COc1cc([N+](=O)[O-])cc2sc(NC(=O)c3c(F)cccc3F)nc12 | 0.6% | 92.5%[activator] | -4.2% | -16.5% | 84.2%[activator] | 0.7%
CN(C)CCNC(=O)c1ccc(-c2nn(C)c(=O)c3ccccc23)cc1 | 0.9%&4.2% | / | 3.8% | -0.9% | 25.4% | -5.9%
O=C(NC1CCCCCC1)c1c(O)c2cccc3c2n(c1=O)CCC3 | -0.2% | 3.6% | / | 3.5% | 7.4%[5.75 µM] | 7.4%
CCN1C(=O)[C@H]2[C@@H](c3ccc(-c4ccc(F)cc4)c(OC)c3)N3CCC[C@@]3(C(=O)OC)[C@H]2C1=O | ? | 7.38µM* | -4.1% | / | 7.38µM* | 3.16µM*
CCOC(=O)C1CCN(C(=O)Nc2ccc3snnc3c2)CC1 | 4.2% | ? | -1.7% | 0.8% | / | 0.1%
O=[N+]([O-])c1cc(-n2cnnn2)ccc1N1CCC(Cc2ccccc2)CC1 | 14.9% | ? | 2.0% | 2.8% | 10.7% | ?
CN(CCc1ccccn1)C(=O)Nc1ccc(Cl)cc1 | -1.0% | 74.3%[activator] | -9.0% | -2.9% | 36.4%[activator] | -14.8%
Cc1ccc(-n2c(N)c(-c3nc4ccccc4n3C)sc2=S)cc1 | -21.9% | 1.47µM* | -19.1% | -1.8% | 18.1% | -28.0%
COC(=O)c1ccccc1-n1c(C)nc2ccccc2c1=O | -4.4% | 8.4% | 6.1% | -3.8% | / | -11.7%
CCn1nnnc1SCC(=O)NCc1ccco1 | 25.1µM* | 12.4% | 2.9% | 7.6% | 11.3% | 10.2%
COC(=O)Cc1ccc(NC(=O)C(c2ccccc2)c2ccccc2)cc1 | 3.2% | -20.2% | -7.3% | 0.4% | ? | -6.0%
Cc1ccccc1Cn1ccc(NC(=O)c2onc(C)c2Cl)n1 | -4.6% | 37.3%[activator] | -6.5% | 11.1% | 14.7% | -23.9%
O=S(=O)(c1ccc(-n2cnnn2)cc1)N1CCNCC1 | -12.5% | 6.2% | -1.8% | 6.1% | 2.3% | 30.6%[activator]
